Assay outcomes as filed in PubChem.
14-3-3g Raf = 14-3-3 gamma protein interaction modulation | P61981 | AID 422 | 160,000 tested, 0.19% active | FP, 14-3-3gamma / TMR-pS259-Raf peptide binding | inhibition, % at 40 µM; in the data active = inhibition above about 30%;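 note: 0% = protein plus tracer without compound and 100% = blank with tracer alone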
Target sequence (P61981 whole entry, looked up): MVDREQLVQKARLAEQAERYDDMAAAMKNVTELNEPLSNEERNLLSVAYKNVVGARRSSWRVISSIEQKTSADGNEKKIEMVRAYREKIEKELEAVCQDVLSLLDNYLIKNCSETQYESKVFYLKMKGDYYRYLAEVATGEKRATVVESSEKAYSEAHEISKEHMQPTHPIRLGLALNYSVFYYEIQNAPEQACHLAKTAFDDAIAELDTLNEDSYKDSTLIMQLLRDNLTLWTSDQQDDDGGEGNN
* hit, by the source's call; & = joins results of further samples. The list is partial; the hit share may differ from the screen's.

SMILES	14-3-3g Raf
CC1CCN(C(=O)CSc2nncn2-c2ccccn2)CC1	-6
CCOc1cc(C#N)c(NC(=O)c2ccco2)cc1OCC	-11
Cc1ccc(C2C(C(=O)c3sc(-c4ccccc4)nc3C)=C(O)C(=O)N2CCN(C)C)o1 (stereo not given)	0
CCC(=O)Nc1sc2c(c1C(=O)Nc1ccc(Br)cc1)CCC(C)C2 (stereo not given)	-71
Cc1ccc(S(=O)(=O)N(C)Cc2cc3ccccc3[nH]c2=O)cc1	-1
COC(=O)c1cc(NC(=O)CN2CCC(C(N)=O)(N3CCCCC3)CC2)cc(C(=O)OC)c1	-7
CCN1CCN(c2nc3c(c(=O)[nH]c(=O)n3C)n2CCSc2nc3ccccc3s2)CC1	0
CCCCS(=O)(=O)NC1=NCN(CCOC(=O)c2ccc([N+](=O)[O-])cc2)CN1	4
COc1ccc(/C(O)=C2\C(=O)C(=O)N(c3cccc(C)n3)C2c2ccc(N(C)C)cc2)cc1 (stereo not given)	-34
CCOC(=O)C1CCN(c2nc(C)nc3sc4c(c23)CCC4)CC1	-3
NC(Cc1c[nH]c2ccccc12)C(=O)Nc1ccccc1 (stereo not given)	-5
CSc1cccc(NC(=O)CCS(=O)(=O)c2ccc(Br)s2)c1	-11
COc1ccc(C(=O)Nc2c3c(nn2-c2ccc(C)cc2)CS(=O)C3)cc1OC (stereo not given)	-1
COC(=O)c1[nH]c(C)c(/C(O)=C2\C(=O)C(=O)N(CCN3CCOCC3)C2c2ccccc2OC)c1C (stereo not given)	-1
O=C(NCc1cccnc1)c1ccc(CNC(=O)c2cccc(Br)c2)cc1	-2
CCOc1cc(S(=O)(=O)n2c(C)nc3ccccc32)ccc1F	-2
COc1ccc(NC(=O)c2ccc(N3CC4CC(C3)c3cccc(=O)n3C4)c(NC(=O)c3ccc(Br)o3)c2)cc1Cl (stereo not given)	-11
COC(=O)c1c(C)oc2ccc(OC(C)C(=O)O)cc12 (stereo not given)	2
CCOc1cccc(C2CC(c3cccc(OC)c3)=NC(c3ccc(C(=O)OC)cc3)N2)c1O (stereo not given)	-16
COc1ccc(-n2nc3ccc(NC(=O)c4ccc(Cl)c([N+](=O)[O-])c4)cc3n2)cc1	-7

An excerpt from above in order of their number in 14-3-3g Raf, descending:
SMILES	14-3-3g Raf
COC(=O)c1c(C)oc2ccc(OC(C)C(=O)O)cc12 (stereo not given)	2
COC(=O)c1[nH]c(C)c(/C(O)=C2\C(=O)C(=O)N(CCN3CCOCC3)C2c2ccccc2OC)c1C (stereo not given)	-1
CCOc1cc(S(=O)(=O)n2c(C)nc3ccccc32)ccc1F	-2
NC(Cc1c[nH]c2ccccc12)C(=O)Nc1ccccc1 (stereo not given)	-5
COc1ccc(-n2nc3ccc(NC(=O)c4ccc(Cl)c([N+](=O)[O-])c4)cc3n2)cc1	-7
CSc1cccc(NC(=O)CCS(=O)(=O)c2ccc(Br)s2)c1	-11
CCOc1cccc(C2CC(c3cccc(OC)c3)=NC(c3ccc(C(=O)OC)cc3)N2)c1O (stereo not given)	-16

The list goes on.
SMILES	14-3-3g Raf
COC(=O)c1cc(Oc2ccc(C(=O)OC)cc2[N+](=O)[O-])cc(C(=O)OC)c1	-6
COc1ccc(Cl)cc1C(=O)NCCn1ccc2ccccc21	4
CCOC(=O)C1=C(C)NC(=O)NC1c1cn(-c2ccccc2)nc1-c1ccc(OC(C)C)c(C)c1 (stereo not given)	-22
CC(=O)C1=C(O)C(=O)N(CO)C1c1cccc(F)c1 (stereo not given)	-2
Cc1ccc2nc(-c3ccccc3)cc(C(=O)N3CCOCC3)c2c1	0
COc1cc(C=Nc2ccc(O)cc2)ccc1OC(=O)CC1SC(=O)NC1=O (stereo not given)	103*
O=C(NCc1ccccn1)c1ccc(CS(=O)(=O)Cc2ccc(Cl)cc2)o1	2&1
Cc1onc(-c2ccccc2Cl)c1C(=O)Nc1ccc(S(=O)(=O)N2CCC(C)CC2)cc1	-10
COc1ccc(-n2ncc3c(Nc4cccc(C)c4)ncnc32)cc1	-1&-1
CCOC(=O)C1CCCN(C(=O)c2ccco2)C1 (stereo not given)	-4
O=C(CSc1nc2ccccc2n1S(=O)(=O)c1cccs1)Nc1ccc(Oc2ccccc2)cc1	-8
COc1ccc(S(=O)(=O)Nc2ccc3c(c2)OCO3)cc1C(=O)O	2
Cn1c2ccccc2c2c(C(=O)NCCC3=CCCCC3)cn(C3CCCC3)c(=O)c21	7
Cc1cccc(N(C)S(=O)(=O)c2ccc3[nH]cc(C(=O)N4CCN(c5ccccc5)CC4)c(=O)c3c2)c1	-3
COc1ccc(C(=O)N2CCCCC2)cc1S(=O)(=O)Nc1cccc(Br)c1	0
COc1ccccc1C1/C(=C(/O)c2ccccc2)C(=O)C(=O)N1CC(C)O (stereo not given)	-3
Cc1c(C(=O)NCC2COc3ccccc3O2)sc2ncn(CC(=O)N3CC(C)CC(C)C3)c(=O)c12 (stereo not given)	-3
O=C(Nc1ccc2c(c1)CCC2)C1CCN(c2ncccn2)CC1	-1
COc1ccc(C=Nc2sc3c(c2C#N)CCC(C)C3)cc1OC (stereo not given)	7
CCOC(=O)C1(C)C=C(Nc2ccc([N+](=O)[O-])cc2)C(=O)N1c1ccc([N+](=O)[O-])cc1 (stereo not given)	-5
Cc1ccc(S(=O)(=O)c2nc(-c3ccccc3)n3c2SCC3)cc1	-1
O=S(=O)(Nc1ccc(Oc2ccccc2)cc1)c1ccc(Br)cc1	-12
O=C(Nc1ccc(Sc2ccc([N+](=O)[O-])cc2)cc1)c1ccc(N2C(=O)c3ccc([N+](=O)[O-])cc3C2=O)cc1	-4
CSc1ccc(S(=O)(=O)N2CCN(Cc3ccc4c(c3)OCO4)CC2)cc1	-4
C=CCOC(=O)C1=C(C)NC(=O)NC1c1ccccc1OC(C)C (stereo not given)	-10
COC(=O)c1ccccc1NC(=O)Cn1c(=O)n(-c2cccc(C(F)(F)F)c2)c(=O)c2sccc21	3
O=C1NC(c2cccc([N+](=O)[O-])c2)c2c(-c3ccccc3)n[nH]c21 (stereo not given)	0
O=C(NC1CCCCC1)c1ccc(Cn2c(=S)[nH]c3ccsc3c2=O)cc1	-1
Cc1ccccc1C(=O)Nc1cccc(NC(=O)c2cccc(Br)c2)c1	-14
CCOc1ccccc1CN1C(=O)NC(C)(c2ccccc2)C1=O (stereo not given)	-4
CS(=O)(=O)N1CCC(C(=O)NCc2ccc(F)cc2Cl)CC1	-7
CCc1ccc(C2NCCc3cc4c(cc32)OCCO4)cc1 (stereo not given)	7
COC(=O)c1sc2nc(-c3ccco3)ccc2c1N	-10
CC1(C)CC(=O)C2=C(C1)Nc1nc(SCc3ccccc3)nn1C2c1cccc(O)c1 (stereo not given)	2
Nc1ccc(Sc2ccc3ccccc3c2Cl)c(Cl)c1	-11
COc1ccc(C2SC(C)C(=O)N2c2ccc(Cl)cc2)cc1 (stereo not given)	2
CC(=O)Oc1ccc(C(=S)N2CCOCC2)cc1	-1
CCOc1ccc(NC(=O)COc2nsnc2N2CCOCC2)cc1	-1
O=C(Cn1nc(C(F)(F)F)c2c1CCC2)NC1CCCCC1	-8
O=c1c2ccccc2nc(-c2ccccc2Cl)n1Cc1ccc(C(F)(F)F)cc1	-2
O=C(Cc1cccs1)N1CCN(C2=NS(=O)(=O)c3ccccc32)CC1	-8
COCCN1C(=O)c2ccccc2C(C(=O)Nc2cc(Cl)ccc2OC)C1c1cn(C)c2ccccc12 (stereo not given)	1
COc1cc(C=Nc2sc3c(c2C#N)CCCC3)cc2c1OCO2	-7
CCOC(=O)C1=C(C)N(C)C(=O)NC1c1ccccc1OC(F)F (stereo not given)	-1
CCOc1ccc(S(=O)(=O)Nc2cc(OC)ccc2OC)cc1	-2
O=c1[nH]c(-c2ccc(Cl)cc2)nc2c1cnn2-c1ccccc1	-6
COc1ccc(NC(=O)CSc2nnc(-c3ccncc3)n2-c2ccccc2)cc1	-2
Cc1cc(C)n2nc(S(=O)(=O)NCc3ccccc3)nc2n1	-4
CSCCC(C(=O)NC(C)c1cccs1)N1Cc2ccccc2C1=O (stereo not given)	3
CC(C)C1CC(CCNCc2ccc3c(c2)OCO3)(c2ccccc2)CCO1 (stereo not given)	0

Other entries
SMILES	14-3-3g Raf
O/N=C(/Cc1ccccn1)c1ccccc1	-21
CCOC(=O)C(CC(C)C)CP(=O)(O)CNC(=O)OCc1ccccc1 (stereo not given)	3
O=C(C1CCCN(S(=O)(=O)c2cnc[nH]2)C1)N1CCc2ccccc21 (stereo not given)	-8
COc1ccc(C2CC(=O)C3=C(C2)Nc2ccccc2N(C(=O)c2cc(OC)c(OC)c(OC)c2)C3c2cccnc2)cc1 (stereo not given)	-8
CCOC(=O)c1ccc(NC(=O)COc2ccc(-n3cnnn3)cc2)cc1	-13
O=C(CCCN1C(=O)c2ccccc2C1=O)Nc1ccc(Br)cn1	8
Cc1ccc(C2/C(=C(/O)c3ccccc3)C(=O)C(=O)N2CCN2CCOCC2)o1 (stereo not given)	-3
Cc1ccc(-[n+]2c(C)c(C(=O)c3ccccc3)n3c(C)csc32)cc1	0
CCc1cc2c(=O)n(Cc3ccco3)c(SCC(=O)N3CCCc4ccccc43)nc2s1	-17
COc1ccccc1Oc1ncnc2scc(-c3ccc(F)cc3)c12	-1

Filtered by structure: those above with bromine.
SMILES	14-3-3g Raf
CCC(=O)Nc1sc2c(c1C(=O)Nc1ccc(Br)cc1)CCC(C)C2 (stereo not given)	-71
CSc1cccc(NC(=O)CCS(=O)(=O)c2ccc(Br)s2)c1	-11
O=C(NCc1cccnc1)c1ccc(CNC(=O)c2cccc(Br)c2)cc1	-2
COc1ccc(NC(=O)c2ccc(N3CC4CC(C3)c3cccc(=O)n3C4)c(NC(=O)c3ccc(Br)o3)c2)cc1Cl (stereo not given)	-11
COc1ccc(C(=O)N2CCCCC2)cc1S(=O)(=O)Nc1cccc(Br)c1	0
O=S(=O)(Nc1ccc(Oc2ccccc2)cc1)c1ccc(Br)cc1	-12
Cc1ccccc1C(=O)Nc1cccc(NC(=O)c2cccc(Br)c2)c1	-14
O=C(CCCN1C(=O)c2ccccc2C1=O)Nc1ccc(Br)cn1	8

Further entries follow.
SMILES	14-3-3g Raf
CC(C)CCOc1ncnc2c1sc1nc3c(cc12)COC(C)(C)C3	-3
CS(=O)(=O)N(CC(=O)NCCc1ccccc1)c1cc(C(F)(F)F)ccc1Cl	-1
Cc1nnc(NC(=O)C2C3C=CC(O3)C2C(=O)O)s1 (stereo not given)	-1&6
Cn1c(N)c(C(=O)COC(=O)c2cccs2)c(=O)n(C)c1=O	-12
COc1ccc(Cn2nnnc2C(CC(C)C)N2CCN(c3ccccc3)CC2)cc1 (stereo not given)	3
CN(C)S(=O)(=O)c1ccc(/C(O)=C2\C(=O)C(=O)N(CCN3CCOCC3)C2c2ccc(Br)cc2)cc1 (stereo not given)	-1
CC=CCOC(=O)C1=C(C)NC(=O)NC1c1ccc(CC)cc1 (stereo not given)	1
Cc1nc(NC(=O)COC(=O)C(NC(=O)c2ccco2)C(C)C)c(Cl)cc1Cl (stereo not given)	-19
COc1cc2c(cc1OC)C(C(=O)Nc1ccc(Oc3ccccc3)cc1)C(c1ccc(SC)cc1)N(C)C2=O (stereo not given)	-1
O=C1Nc2ccccc2C(O)(C(=O)NCCC2=CCCCC2)N1c1ccccc1 (stereo not given)	9

Compounds from the list above with a COOH group, in the order listed:
SMILES	14-3-3g Raf
COC(=O)c1c(C)oc2ccc(OC(C)C(=O)O)cc12 (stereo not given)	2
COc1ccc(S(=O)(=O)Nc2ccc3c(c2)OCO3)cc1C(=O)O	2
Cc1nnc(NC(=O)C2C3C=CC(O3)C2C(=O)O)s1 (stereo not given)	-1&6

More entries follow:
SMILES	14-3-3g Raf
CCOC(=O)c1cc2c(=O)n3ccccc3nc2n(C2CCCCC2)c1=NC(=O)c1cc2ccccc2o1	-9
CC1(C)CC(=O)C2=C(C1)N=C1c3ccccc3C(=O)C1C2c1ccc(-c2ccccc2)cc1 (stereo not given)	-107
O=[N+]([O-])c1ccccc1S(=O)(=O)Nc1ccc(Nc2ccccc2)cc1	-35
COC(=O)CNc1n[nH]c(=S)[nH]c1=O	-6
CCOC(=O)C1=C(CC)NC2=C(C(=O)CC(C)(C)C2)C1c1ccccc1I (stereo not given)	7
Cc1ccc(NC(=O)CSC2=C(C#N)C(c3ccco3)C3=C(CC(C)(C)CC3=O)N2)cc1 (stereo not given)	-7
CCOc1cc(C(=O)N(C)c2ccccc2)cc(OCC)c1OCC	-1
CC(C)c1ccc2c(N)c(C(=O)N3c4ccccc4Sc4ccccc43)sc2n1	-8
COC(=O)C1=C(C)NC(=O)NC1c1cc(OC)c(OC)cc1OC (stereo not given)	-5
CCc1ccc(-c2nc(CN3CCC(C(=O)NCc4ccc(F)cc4)CC3)c(C)o2)cc1	-9
CC(C)Cn1c(N)c(C(=O)NCC2CCCO2)c2nc3ccccc3nc21 (stereo not given)	-5
CCCCOc1ccc(C(=O)Nc2ccc(Cl)cn2)cc1	-6
COc1ccc(C2CC(=O)C3=C(C2)NC(C)=C(C(=O)OC2CCCC2)C3c2cc3c(cc2Cl)OCO3)cc1 (stereo not given)	-17
CC(=O)Nc1c(C(=O)Nc2ccccc2)nnn1Cc1ccccc1	0
COc1cccc(CNC(=O)C2CCN(S(=O)(=O)N3CCCC3)CC2)c1	-2&-3
O=S(=O)(Nc1nccs1)c1ccc(Nc2nnc(-c3ccccc3)c3ccccc23)cc1	-31
CCCNC(=O)c1nn2c(C(F)(F)F)cc(-c3ccc(Br)cc3)nc2c1Br	6
COc1ccc(CC(=O)N2N=C(c3cccc(Br)c3)CC2(O)C(F)(F)F)cc1 (stereo not given)	1
O=C(c1cccc(N2CCCC2=O)c1)N1CCCCCC1	2
CCOC(=O)C1=C(C)N=C2SC(C)C(=O)N2C1c1ccc(OC)cc1 (stereo not given)	-24
Cc1ccc(C(=O)CCC(=O)Nc2cccnc2)cc1C	-9
COc1ccc(COC(=O)C2=C(C)NC3=C(C(=O)CC(C)(C)C3)C2c2cc3c(cc2Br)OCO3)cc1 (stereo not given)	-10
O=C(O)c1ccc(Cn2c(=S)[nH]c3cc4c(cc3c2=O)OCO4)cc1	-5
O=C(Nc1ccc2c(c1)ncn2C1CCCCC1)c1ccco1	-5
O=C(NCc1ccccc1)C12CC3CC(C1)CC(C(=O)NCc1ccccc1)(C3)C2	-10
COc1ccc(-n2nc3c(c2NC(=O)c2ccccc2[N+](=O)[O-])CS(=O)C3)cc1 (stereo not given)	4
